H9c2 TAG inh: triacylglycerol accumulation inhibition | H9c2 cells, Nile Red lipid (TAG) fluorescence; cells loaded with 200 µM oleic acid | inhibition, % at 12.5 µM | actives 0.66% (n = 230,000);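 active = pattern-corrected inhibition of lipid staining of at least 50% with the nuclear-stain viability signal not falling by more than 50%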;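 also: 0% = DMSO wells and 100% = triacsin C control wells; some results filed as inactive read as strong as hits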
H9c2 TAG inh DAPI viability: further read-out of H9c2 TAG inh, marked with its call; DAPI nuclei signal change (viability), lower = more cytotoxic, %;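 whole-well DAPI fluorescence read on a plate reader as a viability signal; minus 50 percent equals half of cells still viable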
* = called active by the depositor. Not all compounds are listed, so the mix of outcomes need not match the whole.

A first look (3 entries):
item	canonical_smiles	H9c2 TAG inh	H9c2 TAG inh DAPI viability
1	CCOc1ccc(CCNC(=O)c2cccc(S(=O)(=O)N3CCCCC3)c2)cc1OCC	13.6	4.2
2	Cc1ccc2c(C)nc(SC(C(=O)c3ccccc3)c3ccccc3)nc2c1 (stereo not drawn)	-39.9	-7.4
3	CCCn1c(SC(C)C(=O)NCC2CCCO2)nc2sc3c(c2c1=O)CCC3 (stereo not drawn)	26.1	-3.2

The listing, previewed entries included:
item	canonical_smiles	H9c2 TAG inh	H9c2 TAG inh DAPI viability
1	CCOc1ccc(CCNC(=O)c2cccc(S(=O)(=O)N3CCCCC3)c2)cc1OCC	13.6	4.2
2	Cc1ccc2c(C)nc(SC(C(=O)c3ccccc3)c3ccccc3)nc2c1 (stereo not drawn)	-39.9	-7.4
3	CCCn1c(SC(C)C(=O)NCC2CCCO2)nc2sc3c(c2c1=O)CCC3 (stereo not drawn)	26.1	-3.2
4	CCN(C(=O)COC(=O)CCC(=O)c1cccs1)C1CCCCC1	13.9	-10.8
5	COc1ccc(Br)c(Cn2c(C)c(C(=O)NCc3ccccc3C(F)(F)F)sc2=O)c1	11.5	-11.0
6	CCOc1ccccc1-n1c(SCC(=O)N(C(C)C)C(C)C)nnc1-c1cccnc1	-1.0	2.8
7	CC(=O)Nc1ccc2c(O)cc(S(=O)(=O)O)cc2c1	2.1	1.7
8	CCOc1ccc(Oc2ccc(NS(=O)(=O)c3ccc(CCC(=O)O)cc3)cc2)cc1	12.7	-6.8
9	CCN(C[C@H]1N[C@@](CC)(C(=O)OC)[C@H]2C(=O)N(Cc3ccccc3)C(=O)[C@@H]12)C(=O)c1ccc(C(C)(C)C)cc1	6.7	2.3
10	CCNC(=O)Cc1ccc(S(=O)(=O)N2CCOCC2)s1	-0.8	-6.2
11	CNC(=O)C1(C(F)(F)F)C/C(=C\CCO)CCCO1 (stereo not drawn)	-5.4	-0.3
12	Cc1cc(C(=O)Nc2cc(C)on2)on1	0.1	5.4
13	CCn1c(CNc2ccc(C)cc2)nnc1SCC(N)=O	-9.9	-7.8
14	Cc1c(-c2ccccc2)n(O)[n+]([O-])c1-c1ccccc1	5.6	13.1
15	Cc1cc(=O)[nH]c(SCC(=O)O)c1C#N	1.8	4.7
16	CCOC(=O)C1(C)CCN1C(=O)c1cccc(C(F)(F)F)c1 (stereo not drawn)	-22.0	16.8
17	CC(C)c1cc(NC(=O)c2ccccc2)cc(C(C)C)c1O	2.4	-3.4
18	O=C(C1=C[C@H](c2ccccc2)C[C@H](OCc2ccc(CO)cc2)O1)N1CCOCC1	-43.6	2.2
19	COc1ccc(N(CC(=O)Nc2ccccc2OC)S(=O)(=O)c2ccc(NC(C)=O)cc2)cc1	6.3	-20.3
20	COCCn1c(C)cc(C(=O)COc2ncnc3ccc(Br)cc23)c1C	7.7	-0.5
21	CS(=O)(=O)c1ccc(NC(=O)c2ccc3c(c2)S(=O)(=O)N=C2CCCCCN23)cc1	7.9	1.9
22	CCCCn1c(N)c(N(CC(C)C)C(=O)c2ccc(OC)c(S(=O)(=O)N3CCOCC3)c2)c(=O)[nH]c1=O	9.3	-10.4
23	CCOc1cc(/C=N/NC(=O)c2cccnc2)cc(Br)c1OCC(N)=O	3.6	4.3
24	O=C(O)CSc1nnc(COc2cccc3ccccc23)n1Cc1ccccc1	8.6	-9.5
25	CC(NC(=O)COC(=O)C12CC3CC(CC(O)(C3)C1)C2)c1ccccc1 (stereo not drawn)	-20.4	6.1
26	O=C(Oc1cc(=O)oc2ccccc12)c1ccco1	1.0	5.9
27	O=C(O)c1ccc(/C=N/NC(=S)NC2CCCCC2)cc1	7.9	-5.5
28	Cc1nc(C)c(-c2csc(Nc3ccc(F)cc3)n2)s1	4.7	8.8
29	Clc1ccc(-n2nnc(-c3cccnc3)n2)cc1Cl	36.2	1.0
30	CS(=O)(=O)N1CCN(CC(=O)NC2CCCCC2)CC1	-7.9	-0.1
31	COc1ccc(Cc2nnc(NC(=O)C3CCCO3)s2)cc1OC (stereo not drawn)	-4.3	-0.3
32	CCN(CC)C(=O)CN(C#N)c1nc(OC)nc(N(C)C)n1	-11.4	6.9
33	Cc1cc(C(=O)O)c(C)n1-c1ccccc1	2.0	9.9
34	Cc1cc(C)nc(SC2=CS(=O)(=O)c3ccccc32)n1	-14.6	-4.5
35	CCOc1ccccc1NC(=O)CSc1ccc(-c2ccco2)nn1	-42.9	2.6
36	CC(=O)N1N=C(c2ccccc2)OC12CCCC2	-3.3	-2.7
37	O=C1c2ccccc2C(=O)N1Cc1nc2ccccc2c(=O)n1CCN1CCOCC1	-25.7	1.5
38	Cc1cc(C(F)(F)F)n(-c2nc(C(=O)NNS(=O)(=O)c3ccccc3)cs2)n1	6.0	-8.8
39	CC(C)[C@H](NC(=O)c1ccco1)C(=O)OCC(=O)c1ccc2c(c1)NC(=O)CO2	-2.5	-4.3
40	COC(=O)c1cc(C)sc1NC(=O)CCc1ccccc1	-18.8	3.1
41	O=C(O)Cn1c(Cc2ccccc2)nc2ccccc21	13.4	-8.8
42	CCn1nnnc1-c1ccc(OC)c(S(=O)(=O)N2CCCCC2)c1	4.2	-3.8
43	CCOC(=O)c1c(-c2ccccc2)c(C(C)=O)c(=O)n(C)c1C	13.3	-4.6
44	NCCOc1ccc(C2CCCCC2)cc1	5.1	4.2
45	Cc1ccc(CS(=O)(=O)CCC(=O)NCCC2=CCCCC2)cc1	-11.6	4.7
46	CC(C)CC1C(=O)N(Cc2cn(CCC3OCCO3)nn2)CCS(=O)(=O)N1Cc1ccc(-c2ccccc2)cc1 (stereo not drawn)	12.7	3.9
47	Cc1ccc(S(=O)(=O)N2CCOCC2)cc1NC(=O)Cn1nc(C)c([N+](=O)[O-])c1C	-3.3	0.3
48	CC(C)CN1C=C2C(=O)C(C)(OC(=O)C3CCCC3)C(=O)C=C2C=C1c1ccsc1 (stereo not drawn)	0.4	-2.4
49	COCCNC(=O)CN(C(=O)CCC(=O)Nc1ccccn1)c1ccc(C)cc1C	4.1	0.5
50	CCOC(=O)C1CCCN(S(=O)(=O)c2ccc(Br)c(OC)c2)C1 (stereo not drawn)	-34.3	4.8
51	O=C1CCc2cc(NS(=O)(=O)c3ccc(F)cc3)cc3c2N1CC3	0.8	-0.2
52	Cc1c(CCOC(=O)CC23CC4CC(CC(C)(C4)C2)C3)sc[n+]1CC(=O)c1ccccc1	-4.0	-4.0
53	Cc1cccc2cc(COC(=O)c3ccco3)c(=O)[nH]c12	-6.6	5.4
54	O=C(Nc1cccc(S(=O)(=O)N2CCCCC2)c1)c1ccc(Cl)nc1	-3.1	1.9
55	Nc1ncnc2c1ncn2[C@@H]1O[C@H](CNCC(O)CO)[C@@H](O)[C@H]1O (stereo partly drawn)	-11.3	6.2
56	Cc1nc(NC(=O)/C=C/c2ccccc2)sc1C(=O)N1CCCCC1	1.4	-0.4
57	COc1ccc(Cl)cc1S(=O)(=O)N1CCN(C(=O)c2ccco2)CC1	6.1	-2.1
58	Cc1cccc(NC(=S)NC2CCCCCC2)c1C	-9.0	12.0
59	COc1ccc(CCN2C(=O)C3C4CC(C5C(C(N)=O)=NOC45)C3C2=O)cc1OC (stereo not drawn)	13.1	-7.9
60	O=C(NC(=S)NCc1ccccc1)c1ccc(Br)o1	-17.2	1.4

Random excerpt: two compounds from above.
item	canonical_smiles	H9c2 TAG inh	H9c2 TAG inh DAPI viability
50	CCOC(=O)C1CCCN(S(=O)(=O)c2ccc(Br)c(OC)c2)C1 (stereo not drawn)	-34.3	4.8
60	O=C(NC(=S)NCc1ccccc1)c1ccc(Br)o1	-17.2	1.4

4 entries from above, reformatted:
[58] Cc1cccc(NC(=S)NC2CCCCCC2)c1C
  H9c2 TAG inh: -9.0; H9c2 TAG inh DAPI viability: 12.0

[49] COCCNC(=O)CN(C(=O)CCC(=O)Nc1ccccn1)c1ccc(C)cc1C
  H9c2 TAG inh: 4.1; H9c2 TAG inh DAPI viability: 0.5

[51] O=C1CCc2cc(NS(=O)(=O)c3ccc(F)cc3)cc3c2N1CC3
  H9c2 TAG inh: 0.8; H9c2 TAG inh DAPI viability: -0.2

[54] O=C(Nc1cccc(S(=O)(=O)N2CCCCC2)c1)c1ccc(Cl)nc1
  H9c2 TAG inh: -3.1; H9c2 TAG inh DAPI viability: 1.9

The list goes on:
item	canonical_smiles	H9c2 TAG inh	H9c2 TAG inh DAPI viability
61	COc1ccc(/C=C/C(=O)N2CCNC(=O)C2)c(OC)c1	3.7	1.4
62	O=C(CC1C(=O)NCCN1C(=O)Nc1ccc(F)cc1F)Nc1ccc(F)cc1 (stereo not drawn)	-3.8	5.3
63	O=C(OCc1cn([C@@H]2CN(C(=O)c3cccs3)[C@@H](c3ccc(Cl)cc3)C[C@H]2O)nn1)c1ccccc1	1.9	-8.1
64	CCC(C)CCN1C(Nc2ccccc2)=NC[C@@H]1CC(C)C (stereo partly drawn)	-1.9	7.5
65	COc1ccc(-c2nnn(CC(=O)N(Cc3ccco3)C(C(=O)NCC3CCCO3)c3ccco3)n2)cc1 (stereo not drawn)	-4.0	11.6
66	O=C(CN1C(=O)NC2NC(=O)NC21)N/N=C/c1ccc(F)cc1 (stereo not drawn)	10.8	-2.2
67	COc1ccccc1CC(=O)Nc1ccc2nc(C)sc2c1	-12.5	3.2
68	Cc1ccccc1NC(=O)Cc1nc(-c2c[nH]c(C(=O)N3CCCC3)c2)cs1	-3.3	-2.1
69	COc1cccc(NC(=O)c2cc(-c3ccncc3)nc3c(C)cc(C)cc23)c1	12.9	1.9
70	Cn1cnc([N+](=O)[O-])c1Sc1ccc(C(C)(C)C)cc1	-11.9	-4.2
71	COCCCn1c(=O)/c(=C\c2cccc(OC)c2OC)s/c1=C(/C#N)C(=O)Nc1ccc(C(=O)O)cc1	-5.8	9.0
72	O=C(C1CC(=O)N(c2ccc3c(c2)OCCO3)C1)N1CCN(Cc2ccccc2)CC1 (stereo not drawn)	5.3	11.3
73	CC(=O)C1=C(C)N(Cc2ccccc2)C(=O)N[C@H]1c1cccs1	-15.0	-2.2
74	O=S(=O)(Nc1ccncc1Cl)c1cccc(Cl)c1Cl	-9.8	7.9
75	CC1CCN(C(=O)Cn2cc(S(=O)(=O)CC(=O)N3CCOCC3)c3ccccc32)CC1	32.3	2.1
76	COc1cc([N+](=O)[O-])cc(/C=N/NC(=O)c2ccc(C)nc2)c1O	14.3	-12.2
77	OC1(Cc2ccccc2)CCNCC1	10.3	-8.9
78	CCOC(=O)N1CCN(c2c(NCCCOC(C)C)c(=O)c2=O)CC1	6.9	-3.8
79	Cc1cccc(Oc2cnn(C(C)(C)C)c(=O)c2Cl)c1	-38.5	1.0
80	O=C(Nc1ccc(N2CCCC2)c(Cl)c1)c1cccnc1	14.1	-10.1
81	CC(=O)NC(C)(c1ccccc1)c1nc(/C=C/c2ccccc2)cs1 (stereo not drawn)	-0.1	-5.5
82	COc1ccc(C(C)=O)cc1COC(=O)c1cc(C)oc1C	8.4	3.3
83	CC(=O)n1cc([C@@H]2C=C(C(=O)N3CCN(Cc4ccc5c(c4)OCO5)CC3)O[C@H](OCCCCO)C2)c2ccccc21	1.5	2.9
84	N#C/C(=C/c1ccc(-c2ccccc2[N+](=O)[O-])o1)C(=O)NCCN1CCCCC1	-4.5	2.2
85	COCCNC(=O)C(OC(=O)c1nsc(Cl)c1Cl)C(C)C (stereo not drawn)	0.8	-1.5
86	CCCCCC(O)CCCC(=O)O (stereo not drawn)	2.0	-5.1
87	O=S(=O)(c1ccccc1)c1nc(-c2ccccc2Cl)oc1NCCCN1CCOCC1	-24.1	-2.1
88	O=C(c1cccc2c1C(=O)N(Cc1cccnc1)C2)N1CCN(c2ccccc2)CC1	-6.8	-3.7
89	FC(F)(F)c1cccc(-c2noc(CN3CCOCC3)n2)c1	-22.8	1.2
90	Cc1ccc(S(=O)(=O)N2CCCOC2CNC(=O)C(=O)NCCN2CCOCC2)cc1 (stereo not drawn)	-0.4	4.1
91	O=C(Oc1c(CN2CCOCC2)cc(Cl)c2cccnc12)c1ccccc1F	113.0	-78.7
92	CCN1C(=NCCc2ccccn2)N[C@@H](c2cccc(C(F)(F)F)c2)C(C(=O)OC)=C1C	16.8	2.4
93	COCCn1c(SCC(=O)c2c(N)n(C)c(=O)n(C)c2=O)nc2ccccc21	-24.9	5.1
94	C#CCOCCOCCOCCNc1nc(N2CCN(C(=O)[C@H](CCCCN)n3cc([C@@H](N)C(C)CC)nn3)CC2)nc(N2CCN(C(=O)[C@H](Cc3ccc(O)cc3)n3cc([C@@H](N)C(C)CC)nn3)CC2)n1 (stereo partly drawn)	-9.6	29.7
95	c1cncc(C2SCCCS2)c1	2.9	-9.7
96	O=C(OCC(=O)N1CCC(Cc2ccccc2)CC1)c1cncc(Br)c1	-16.0	-2.9
97	COc1ccc2nc(NC(=O)c3cc(C)oc3C)sc2c1	11.3	16.5
98	CCOc1ccc(C(C)NC(=O)CN2C(=O)NC3(CCCCC3)C2=O)cc1OCC (stereo not drawn)	28.1	-6.8
99	COC(=O)/C=C/CSC1=N/C(=C/c2ccc(-n3cncn3)cc2)C(=O)N1	-1.0	2.2
100	CCOc1ccc(C(=O)NCC(=O)NCC(c2ccc(OC)cc2)N2CCOCC2)cc1OCC (stereo not drawn)	4.9	2.7
101	COCCN1CCC(CNCc2c(C(=O)N3CCCCC3)nc3c(C)cccn23)C1 (stereo not drawn)	-15.2	11.2
102	Cc1c(Cl)c([N+](=O)[O-])nn1CC(=O)NC(C)c1ccccc1 (stereo not drawn)	-3.5	-3.1
103	Cc1ccc(S(=O)(=O)/N=C(/Nc2ccccn2)c2ccc(Cl)cc2)cc1	3.9	-8.4

From PubChem BioAssay
